# Assay outcomes deposited in PubChem by Sanford-Burnham Center for Chemical Genomics.
# EphA4 KYL inhibition: EphA4 ligand-binding antagonists – biochemical, colorimetric, mouse EphA4, primary screen (AID 689). 62,000 compounds, 0.1% hits. EphA4-AP binding to KYL peptide, pNPP A405; higher % means a stronger effect. one-dose inhibition, % at 10 µM; IC50 in µM for titrated hits; in the data active = a potency from the dose series; inactive = the rest, 99 in 100 with inhibition below about 22%
# Active calls of the source: *. A portion of the library; rates above refer to the full screens.
compound,EphA4 KYL inhibition
C/C(=N\N=C1\NC(=O)C(CC(=O)Nc2ccccc2C(F)(F)F)S1)c1ccc([N+](=O)[O-])cc1 (configuration not stated),-8%
CC1=C(C(=O)c2ccccc2)C(c2ccccc2)NC(=O)N1 (configuration not stated),-2%
Cc1ccc(S(=O)(=O)N(C)Cc2ccc(-c3nnco3)cc2)cc1,-3%
C=CCc1ccccc1OCC(O)CNC (configuration not stated),0%
CCOC(=O)N1CCN(C(=O)CCC(=O)N2CCOc3ccc(C)cc32)CC1,9%
CCOC(=O)C1=C(C)NC(=O)NC1c1c(OCC(=O)N2CCCCC2)ccc2ccccc12 (configuration not stated),0%
Cn1nnnc1P(=O)(c1ccccc1)c1ccccc1,-42%
O=C1CC(c2cc(Br)ccc2F)c2ccc3ccccc3c2N1 (configuration not stated),-11%
COC(=O)Cn1ncn2c(cc3oc(C)cc32)c1=O,-11%
Nc1c(S(=O)(=O)c2cccc(Cl)c2)c2nc3ccccc3nc2n1/N=C/c1ccc(O)c(O)c1,14%
COc1ccc(-c2n[nH]c(C)c2-c2ccc(OC)c(OC)c2)c(O)c1,0%
COc1cc(NS(=O)(=O)c2ccc(F)cc2)c(OC)cc1NC(C)=O,-25%
COCc1cc(=O)[nH]c(/N=C(\N)Nc2ccccc2C)n1,0%
Cc1ccc2nc(NC(=O)COC(=O)c3ccc(Br)o3)sc2c1,1%
CCOC(OCC)P(=O)(c1ccccc1)c1ccccc1,-1%

# Overlap with the part before: 4 compounds, followed by the next part.
compound,EphA4 KYL inhibition
COc1cc(NS(=O)(=O)c2ccc(F)cc2)c(OC)cc1NC(C)=O,-25%
COCc1cc(=O)[nH]c(/N=C(\N)Nc2ccccc2C)n1,0%
Cc1ccc2nc(NC(=O)COC(=O)c3ccc(Br)o3)sc2c1,1%
CCOC(OCC)P(=O)(c1ccccc1)c1ccccc1,-1%
O=C(c1cccs1)N1CCN(C(=O)c2ccco2)c2ccccc2C1,-9%
O=[N+]([O-])c1ccc(N2CCCC2)cc1NCc1ccccc1,-28%
C=CCN1C(=O)C(Cc2ccc(Br)cc2)S/C1=N\N=C\c1cccs1 (configuration not stated),-10%
CC1=C(C(=O)Nc2ccccc2C)C(c2ccccc2Br)NC(=S)N1 (configuration not stated),-4%
CCn1ncc(Br)c1C(=O)Nc1cc(C)ccc1F,-6%
Cc1nc2ccc(S(=O)(=O)NCC(=O)NCc3ccc4c(c3)OCO4)cc2s1,19%
CC(=O)Oc1cccc(N2C(=O)C3C4C=CC(C4)C3C2=O)c1 (configuration not stated),-12%
Cc1ccc(C(=O)N(c2ccccn2)C(C)c2ccco2)cc1 (configuration not stated),0%
O=C(COC(=O)C1CCCCC1)Nc1ccc(N2CCCCC2)cc1,-14%
COc1ccccc1NC(=O)N1CCCC1C(=O)NCc1ccc2c(c1)OCO2 (configuration not stated),-7%
OCC(O)C(O)C(O)C(O)C1NCCS1 (configuration not stated),-3%
Cc1cccc(NC(=O)Cn2c(C)c(C#N)c3ccccc32)c1C,-16%
N#Cc1c(NC(=O)CSc2nnc(-c3ccncc3)n2CC2CCCO2)sc2c1CCCC2 (configuration not stated),-12%
CC(C)C(NS(=O)(=O)c1ccc2c(c1)oc(=O)n2C)C(=O)N1CCN(C2CCCCC2)CC1 (configuration not stated),1%
O=C(Sc1nc2ccccc2[nH]1)c1ccccc1,-2%

# An excerpt from above in order of their number in EphA4 KYL inhibition, lowest first.
compound,EphA4 KYL inhibition
O=[N+]([O-])c1ccc(N2CCCC2)cc1NCc1ccccc1,-28%
C=CCN1C(=O)C(Cc2ccc(Br)cc2)S/C1=N\N=C\c1cccs1 (configuration not stated),-10%
O=C(c1cccs1)N1CCN(C(=O)c2ccco2)c2ccccc2C1,-9%
Cc1ccc(C(=O)N(c2ccccn2)C(C)c2ccco2)cc1 (configuration not stated),0%

# (list continues)
compound,EphA4 KYL inhibition
CN(C(=O)c1ccc(=O)[nH]c1)C1(C(=O)NC2CCCCC2)CCCCC1,6%
NC(=O)c1sc2nc(-c3ccco3)ccc2c1N,-9%
O=C(Nc1ncnc2sc3c(c12)CCCCC3)c1ccccc1,-10%
Cn1c(SCC(=O)Nc2cccc(O)c2)nnc1-c1ccc(S(=O)(=O)N2CCOCC2)cc1,-3%
CCOC(=O)C1CCCN(C(=O)CSc2nccn2C)C1 (configuration not stated),-18%
O=C(NCN1C(=O)C2C3C=CC(C3)C2C1=O)OC1CCCCC1 (configuration not stated),-4%
Cc1ccc2nc3c(cc(C#N)c(=O)n3CCN3CCOCC3)c(=O)n2c1,6%
O=C1c2cccnc2-c2ncccc21,-5%
COc1cc(C2c3c(-c4ccccc4)n[nH]c3C(=O)N2c2ccccc2)ccc1O (configuration not stated),-1%
Cc1ccc(/C=N/Nc2ccc3c(C(F)(F)F)cc(C(F)(F)F)nc3n2)cc1,-19%
O=C1CC(c2cccs2)CC(O)=C1C=NCCN1CCNCC1 (configuration not stated),-4%
O=c1c(-c2ccccc2)c(O)nc2ccccn12,-2%
O=c1c2ccccc2nc(COc2ccccc2)n1/N=C/c1ccco1,16%
O=C(CN1CCN(c2ccccn2)CC1)NC(=O)NC1CCCCC1,-3%
Cc1ccc(CNC(=O)C2C3C=CC4(CN(Cc5cccnc5)C(=O)C24)O3)cc1 (configuration not stated),1%
Cc1ccc(CSc2nc3ccccc3cc2C=O)cc1,15%
CC1=NN(C(=O)c2ccc(Br)cc2)C(O)(c2ccccc2)C1 (configuration not stated),-2%
CCCCOC(=O)Nc1ccc(C)c(Cl)c1,-4%
Cc1cn2nc(N)c3ccccc3c2n1,18%
CCC(=O)N=c1sc2c(C)cc(C)cc2n1CC(=O)OC,6%
CC(C)Oc1ccc(C(=O)Nc2cc(=O)n(C)c(=O)n2C)cc1,-2%
CCc1nc(SCC(=O)Nc2c(C)nn(C)c2C)c2cnn(-c3ccccc3)c2n1,-14%
CC(C)(C)NS(=O)(=O)c1ccc(NC(=O)NC2CCCCC2)cc1,-5%
Cc1ccc(S(=O)(=O)N(Cc2ccccc2)c2ccccc2C(=O)N2CCOCC2)cc1,-1%
Cc1ccc(C(=O)Nc2nc3ccccc3n2C)cc1,-5%
CCC(=O)NCCc1nc2ccccc2n1Cc1ccc(C)cc1,-3%
CCCC1CC(CSC(=N)N)OC1=O (configuration not stated),-5%
C=C(C)CSc1nnc([C@@H]2CCCN2C(=O)OC(C)(C)C)o1,-8%
Nc1c(C(=O)c2cccs2)oc2ccccc12,3%
CC(=O)Oc1ccc(-c2cccc(C(=O)NCCO)c2)cc1,-17%

# 4 entries out of the list, sorted by length of the SMILES, smallest number first.
compound,EphA4 KYL inhibition
CCCCOC(=O)Nc1ccc(C)c(Cl)c1,-4%
CC(=O)Oc1ccc(-c2cccc(C(=O)NCCO)c2)cc1,-17%
CC(C)Oc1ccc(C(=O)Nc2cc(=O)n(C)c(=O)n2C)cc1,-2%
CCc1nc(SCC(=O)Nc2c(C)nn(C)c2C)c2cnn(-c3ccccc3)c2n1,-14%

# Next section
Compound	EphA4 KYL inhibition
O=C(O)c1cc(C(=O)O)c(-c2ccccc2)c(C(=O)O)c1	5%
O=C(c1ccco1)n1nc(-c2ccco2)nc1SCc1ccccc1	-38%
NC(=O)CSc1nnc(-c2ccoc2)o1	-16%
Cc1cc(C)c(C(N)=O)c(NC(=O)Nc2ccccc2)n1	-14%
Cc1ccc(OCCCN(C)C)c(Br)c1	-5%
O=[N+]([O-])c1cc(-n2ncnc2-c2ccc3c(c2)OCO3)ccc1F	3%
CC(C)C(NS(=O)(=O)c1cccs1)C(=O)Nc1nc(C(C)(C)C)cs1 (configuration not stated)	-6%
CC1CCN(S(=O)(=O)Cc2ccccc2Cl)CC1	-2%
CN1CCN(S(=O)(=O)c2ccc3[nH]cc(C(=O)O)c(=O)c3c2)CC1	-11%
COc1ccc(C(=O)Nc2ccc(S(=O)(=O)N3CCCCC3)cc2)cc1	-7%
COc1ccc(S(=O)(=O)Nc2ccc(C)cn2)cc1	-13%
CC(=O)c1ccc(OC(C)C)c(CSc2nc(O)cc(=O)[nH]2)c1	-6%
O=C(O)Cc1nonc1NCn1nnc2ccccc21	-4%
O=C(Nc1ccc(C(=O)N2CCCCC2)cc1)C1CCCCC1	-18%
O=C(Nc1ccccc1)c1ccc(NC2CCCCC2)c(S(=O)(=O)N2CCOCC2)c1	-7%
CCN1CCN(C(=O)CS(=O)Cc2nc(-c3ccc(OC)cc3)oc2C)CC1 (configuration not stated)	-6%
Cc1ccc(S(=O)(=O)N2CCC(C(=O)NCCc3ccc(S(N)(=O)=O)cc3)CC2)cc1	-6%
N#CC1=C2SCN(Cc3ccccc3)CN2C(=O)CC1c1ccccc1F (configuration not stated)	-2%
C=CCOc1ccc(/C(O)=C2\C(=O)C(=O)N(CCN(C)C)C2c2cccs2)cc1 (configuration not stated)	-12%
N#C/C(=C\c1ccc(N2CCCC2)c([N+](=O)[O-])c1)c1nc2ccccc2[nH]1	-12%
COc1cc(C2C(C#N)=C(N)N(Nc3ccccc3)C3=C2C(=O)CC(C)(C)C3)ccc1OCc1ccccc1 (configuration not stated)	-9%
O=C1/C(=C/c2ccccc2)SC(=S)N1/N=C/c1ccccc1	-24%
CCCc1cc(=O)[nH]c(SCC(=O)NC(=O)OCC)n1	-1%
COc1cc2c(C(=O)NCc3ccc(C)o3)cn(CC(C)C)c(=O)c2cc1OC	-8%
O=C(NCc1ccncc1)c1ccc(I)cc1	-4%
C=CCc1cccc(CNc2nc3ccccc3n2CC)c1O	-7%
Cc1c(CCNC(=O)NS(=O)(=O)c2ccccc2Cl)c2ccccc2n1Cc1ccccc1	-2%
Cc1ccc2c(c1)n([O-])c1c([n+]2=O)CCCC1	1%
Cc1ccc(C(=O)/C=C/c2ccc(OCc3ccccc3)cc2)cc1	11%
O=C1NC2(CCCC2)N=C1c1ccc(Cl)cc1	-6%
O=C(COc1ccc2ccccc2c1Br)NNC(=O)Nc1ccccc1	-4%
Cc1sc2ncnc(N(C)Cc3ccco3)c2c1C	3%
O=c1oc2ccccc2cc1-c1nc2ccccc2o1	-10%
O=C(Nc1cccnc1)c1cc(-c2ccco2)on1	-8%
Cc1cccc(OCC(=O)Nc2nc3ccc([N+](=O)[O-])cc3s2)c1C	-16%
CCCn1nnnc1NC(=O)COc1ccc(Cl)cc1C	-10%
CC(C)COP(=O)(OCC(C)C)C(Nc1ccccc1)c1ccc2c(c1)OCO2 (configuration not stated)	-7%
O=C1/C(=C/c2cccnc2)Oc2cc(OS(=O)(=O)c3ccccc3)ccc21	-6%
Cc1ccc(NC(=O)c2cc(=O)c3ccccc3o2)cc1	16%
Cc1cc([N+](=O)[O-])c(-c2ccc(/C=N/n3cnnc3)o2)cc1Cl	-3%
O=C(CSc1nnnn1-c1cccc2c1CCCC2)NC1CCCC1	-15%
CCCn1c(-c2ccccc2)nc2c(=O)n(C)c(=O)[nH]c21	2%
Cc1ccccc1NC(=S)N(C)C1(c2ccccc2Cl)CCCCC1=O (configuration not stated)	-7%
CCOc1ccc(C2=Nn3c(nnc3-c3ccccn3)SC2)cc1	8%
CCn1c(SCC(=O)NCc2cccs2)nc2c1c(=O)n(C)c(=O)n2C	4%
CCN(CC)CCOC(=O)c1ccc(NC(=O)C2(c3ccccc3)CCCC2)cc1	-14%
O=C(C1COc2ccccc2O1)N1CCOCC1 (configuration not stated)	3%
CCc1cc(C=NC2CCCCC2)c(O)s1	12%
Cc1cccc(N(C(=O)c2csnn2)C(C(=O)NC(C)(C)C)c2ccncc2)c1 (configuration not stated)	-7%
COc1ccc(CCC(=O)Nc2nc3c(s2)CN(C)CC3)cc1OC	-14%

# Next compounds:
Compound	EphA4 KYL inhibition
O=C(NCCN1CCOCC1)c1csc2c1CCCCC2	-8%
COc1ccc(CCNC(=O)CCS(=O)(=O)c2ccc3c(c2)CCN3C(C)=O)cc1OC	-3%
O=C(Cc1ccc(Cl)cc1)N1CCN(C(=O)c2ccco2)CC1	-13%
O=C(Nc1nc(-c2ccc(S(=O)(=O)N3CCOCC3)cc2)cs1)c1ccccc1	-6%
COC(=O)C1C(O)=C(C(C)=N)C(=O)CC1(C)C (configuration not stated)	-16%
C/C(=N\NC(=O)c1ccc(Cl)cc1)c1cccc(NC(=O)C(C)C)c1	-7%
N=c1c2c(n(Cc3ccc(F)cc3)c3c1CCC3)CCC2	4%
CC(C)N1C(=O)CCC1C(=O)NC1CCCC1 (configuration not stated)	-11%
CC(C)C1N(C(=O)CN2CCCC2)CCN1S(=O)(=O)c1ccccc1 (configuration not stated)	-14%
CCOC(=O)c1nnc(-c2ccccc2)nc1NC	-8%
O=C(CCC(NC(=O)c1ccccc1)C(=O)NCCCO)OCc1ccccc1 (configuration not stated)	-6%
COC(=O)c1ccccc1NC(=O)c1ccc(-c2ccccc2)cc1	-8%
N#CN=C1CCCN1C(=O)c1ccccc1	-18%
COc1ccc(CCNC(=O)CSc2nnc(Cn3c(=O)sc4ccccc43)n2C)cc1OC	-2%
Cc1cccc2c1N(CCCOc1ccccc1)C(=O)C2=O	-4%
Cc1ccc(O)c(C(=O)c2cnc3c(c2)CN(CCC(C)C)C(=O)N3)c1	-9%
COc1cccc2sc(N3CCN(c4nc5ccccc5s4)CC3)nc12	2%
Cc1ccc2cc(C3C(C#N)=C(N)Oc4c3ccc3cccnc43)c(=O)[nH]c2c1 (configuration not stated)	-4%
COc1ccc2oc(=O)c(C(=O)NCc3ccccc3)cc2c1	-4%
COc1ccc(/C=N/c2c(-c3ccco3)nc3ccccn23)cc1OC	-6%
Cc1ccc(C2C(C(=O)c3ccco3)=C(O)C(=O)N2c2nnc(C)s2)cc1 (configuration not stated)	12%
Cc1csc(NC(=O)CSc2nsc(SCC(=O)Nc3nc(C)cs3)c2C#N)n1	-10%
COc1cc(/C=C2\NC(=S)NC2=O)c([N+](=O)[O-])cc1OC	8%
CN1/C(=C\C(=O)COC(=O)CN2C(=O)C3CC=CCC3C2=O)C(C)(C)c2ccccc21 (configuration not stated)	1%
